Bioassay records (PubChem)
KAT2A inh – inhibitors of human GCN5L2 histone acetyltransferase | Q92830 | GCN5L2 HAT assay, ThioGlo1 CoA-SH fluorescence | Potency, µM (doses to about 58.9 µM), for inactives: at the highest dose activity change, negative = inhibition, actives largely listed as inhibitors | hit rate 0.21% among 390,000 | AID 504327
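ThioGlo1-coupled HAT assay: 20nM GCN5L2, 70uM acetyl-CoA, 75uM H3(1-25) peptide, pH 7.5. Fluorescence read at 340/540nm at start and after 20 min at room temperature.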
TDP1 block – TDP1 (human) enzyme inhibition. Q9NUW8. recombinant TDP1, AlphaScreen DNA substrate cleavage. Potency, µM (doses to about 130 µM), without a hit: top-dose activity change, negative = inhibition, actives largely listed as inhibitors. hit rate 0.28% among 350,000; further: nearly all actives have a fitted effect of over 40% in size
Target sequence (Q9NUW8 whole entry, looked up): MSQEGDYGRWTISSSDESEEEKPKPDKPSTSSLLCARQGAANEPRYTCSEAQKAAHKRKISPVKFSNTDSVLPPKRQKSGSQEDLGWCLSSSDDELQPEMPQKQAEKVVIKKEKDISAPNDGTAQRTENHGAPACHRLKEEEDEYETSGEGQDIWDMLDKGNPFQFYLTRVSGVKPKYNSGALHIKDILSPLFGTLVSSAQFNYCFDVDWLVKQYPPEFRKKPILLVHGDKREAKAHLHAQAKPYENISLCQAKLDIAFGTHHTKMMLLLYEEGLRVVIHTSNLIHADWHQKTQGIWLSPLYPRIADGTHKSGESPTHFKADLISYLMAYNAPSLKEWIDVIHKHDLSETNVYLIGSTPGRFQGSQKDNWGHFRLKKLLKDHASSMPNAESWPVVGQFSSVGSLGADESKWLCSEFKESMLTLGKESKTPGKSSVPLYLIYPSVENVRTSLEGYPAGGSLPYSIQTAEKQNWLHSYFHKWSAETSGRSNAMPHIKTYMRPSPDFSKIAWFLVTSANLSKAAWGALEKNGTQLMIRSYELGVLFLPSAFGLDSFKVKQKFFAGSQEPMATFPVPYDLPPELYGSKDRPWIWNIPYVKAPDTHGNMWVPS
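Steps: enzyme plus compound, 15 min RT; add biotin/phosphotyrosine-FITC oligonucleotide (15 nM final), react 5 min; add donor/acceptor beads (10 ug/ml final), 10 min; read AlphaScreen. Tdp1 at 1 nM final.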
DT40 TDP1 no CPT – qHTS for Inhibitors of human tyrosyl-DNA phosphodiesterase 1 (TDP1): qHTS in cells in absence of CPT; DT40 Tdp1-/- hTDP1 cells, no CPT, ATP luminescence, 48 h; hit rate 15% among 420,000; Potency, µM (highest dose often 46.2 µM), without a hit: at the top dose activity change, negative = growth inhibition, usual class: inhibitors; further: nearly all actives have a fitted effect of over 55% in size
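Growth of hTDP1-complemented DT40 Tdp1-knockout cells is measured by ATP luminescence after at least 48 hr compound exposure at 37 °C, with DMSO substituting for the 20 nM CPT used in the parallel screen.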
Active calls of the source: *; ? = inconclusive; / = no result given; [ ] = dose if it differs, or a comment. The call rests on the fitted dose curve; in most records, active means well fitted curve in the direction sought with a large enough effect; inconclusive means small, poorly fitted or top-dose-only effect, or another doubt; inactive means no such curve, though single readings can be large; an effect the other way counts as inactive or inconclusive. On the % scale 0 is the no-effect control and ±100 the full control effect; potency means the concentration at half of the fitted maximal effect.

SMILES	KAT2A inh	TDP1 block	DT40 TDP1 no CPT
O=C(O)c1cccc(CSc2nnc(Cc3ccccc3)o2)c1	-1%	2%	-4%
Cc1ccc(/C=N/NC(=O)CNC(=O)c2cccc([N+](=O)[O-])c2C)o1	-2%	6%	-13%
COc1ccc(NC(=O)COC(=O)Cn2nnc3ccccc32)cc1	-3%	6%	6%
NS(=O)(=O)c1cccc(NC(=O)c2cccs2)c1	-9%	/	?
Cc1c(C(=O)NCC(c2ccco2)N(C)C)oc2c(Cl)cccc12 (stereo unspecified)	-15%	-3%[0.505 µM]	?
CCCn1c(=O)[nH]c(=O)c2c1nc(-c1ccc(C#N)cc1)n2CCOC	-9%	-2%	-17%
Cc1ccccc1-c1nsc(SCC(=O)NCc2ccc3c(c2)OCO3)n1	-8%	1%	-8%
O=C(Nc1cc(S(=O)(=O)N2CCOCC2)ccc1Cl)c1cc([N+](=O)[O-])ccc1Cl	1%	2%	15µM*
Cc1nc2c(C#N)c[nH]n2c(=O)c1Cc1ccccc1	-8%	0%	-6%
CN(CC(=O)Nc1cccc(F)c1)C(=O)c1cn(-c2ccccc2)nc1-c1ccc(Cl)cc1	-8%	0%	?
CCOC(=O)C1C(=O)CC(C)(O)C(C(=O)OCC)C1c1ccc(C)s1 (stereo unspecified)	-6%	0%	2%
CN(C)S(=O)(=O)c1ccc(NC(=O)C2CC3C=CC2C3)cc1 (stereo unspecified)	-7%	1%	-29%
CCOC(=O)c1ccccc1NC(=O)N(C(C)C)C1CCN(C(C)=O)CC1	-13%	0%	15µM*
O=C(COc1ccc(Br)cc1Br)NC1CCS(=O)(=O)C1 (stereo unspecified)	-7%	/	-18%
C[C@H](C(=O)CC(=O)OC(C)(C)C)[C@H](O)c1ccc(C(F)(F)F)cc1	-23%	/	-27%
CCn1c(SCC(=O)N2c3ccccc3CCc3ccccc32)nnc1-c1ccc(OC)cc1	-4%	1%	-24%
COc1ccc2c(c1)C1NC(=S)NC(C)(O2)C1C(=O)Nc1ccccc1C (stereo unspecified)	-1%	0%	-17%
Cc1ccc2c(c1)CCCN2CC(=O)N(C)c1c(N)n(Cc2ccccc2)c(=O)[nH]c1=O	-2%	3%	-4%
O=C(NCc1nnnn1-c1ccc(Cl)cc1)c1ccc(Br)o1	-25%	/	-29%
CN(C)/C=C1\C=C2C(=O)c3ccccc3N2C1=O	18µM*	-2%	-2%

Part of the list above in order of length of the SMILES, smallest number first.
SMILES	KAT2A inh	TDP1 block	DT40 TDP1 no CPT
NS(=O)(=O)c1cccc(NC(=O)c2cccs2)c1	-9%	/	?
CCOC(=O)c1ccccc1NC(=O)N(C(C)C)C1CCN(C(C)=O)CC1	-13%	0%	15µM*
CN(CC(=O)Nc1cccc(F)c1)C(=O)c1cn(-c2ccccc2)nc1-c1ccc(Cl)cc1	-8%	0%	?

In another format: two of the compounds above.
NS(=O)(=O)c1cccc(NC(=O)c2cccs2)c1
  KAT2A inh: -9%
  TDP1 block: /
  DT40 TDP1 no CPT: ?
Cc1ccccc1-c1nsc(SCC(=O)NCc2ccc3c(c2)OCO3)n1
  KAT2A inh: -8%
  TDP1 block: 1%
  DT40 TDP1 no CPT: -8%

(continued)
SMILES	KAT2A inh	TDP1 block	DT40 TDP1 no CPT
COc1ccc(CCN2Cc3c(cccc3[N+](=O)[O-])C2=O)cc1OC	0%	/	?
CCNC(=O)N(CCOC)CC1CCCN(C2Cc3ccccc3C2)C1 (stereo unspecified)	-7%	/	6%
COc1ccc(CC(=O)N(C)CC(=O)Nc2ccccc2C(F)(F)F)cc1S(=O)(=O)N1CCOCC1	0%	5%	-18%
COc1ccc(NC(=O)CSc2nc(-c3ccccc3)[nH]c2-c2ccccc2)cc1OC	-12%	10%	8.2µM*
Cc1cc(=O)[nH]c(CN2CCOCC2)n1	0%	-3%	-4%
Cc1ccc(-c2cc(C(=O)N/N=C/C=C/c3ccco3)c3ccccc3n2)cc1C	-5%	7%	8.2µM*
Cc1ccc(C)c(NC(=O)CSc2nc(=O)n(Cc3ccccn3)c3c2CCC3)c1	-3%	0%	?
CCOC(=O)c1cnc(-c2ccccc2)nc1Oc1ccccc1	3%	1%	-14%
C=CCn1c(SCCC#N)nnc1-c1ccncc1	-10%	0%	10%
CN(C)S(=O)(=O)c1cccc(NC(=O)COC(=O)c2cccc(S(=O)(=O)N3CCc4ccccc4C3)c2)c1	-7%	3%	?
O=C(O)c1ccc(S(=O)(=O)c2ccc3c(c2)C(=O)N(c2ccccc2[N+](=O)[O-])C3=O)cc1	?	1%	-11%
Cc1ccc2c(CSc3nnc(C4CC4)n3N)cc(=O)oc2c1C	-3%	0%	-7%
Cc1ccc(C)c(NC(=O)C(OC(=O)c2ccc(C)s2)c2ccccc2)c1 (stereo unspecified)	48%[activator]	4%	?
Cc1ncc([N+](=O)[O-])n1CC(=O)NCc1ccccc1	0%	3%	2%
CC(=O)c1ccc(NS(=O)(=O)c2cc3c(cc2C)N(C(C)=O)CCO3)cc1	-9%	2%	14%
Cc1noc(C)c1CSCC(=O)Nc1ccc(Br)cc1Cl	1%	-4%[0.505 µM]	10µM*
CC(C)(C)c1cc(C(=O)Nc2cccnc2)cc(C(=O)Nc2cccnc2)c1	19%	/	?
O=C1c2ccccc2C(=O)N1c1cc([N+](=O)[O-])ccn1	-16%	/	-20%
Cc1ccc(NC(=O)CSc2nnc(CNC(=O)c3ccco3)n2C)cc1C	-17%	/	3%
Cn1c(SCC(=O)Nc2ccccc2)nc2c([nH]c3ccccc32)c1=O	-2%	-3%	?

Whole records, looked up by structure. Screens in order: KAT2A inh	TDP1 block	DT40 TDP1 no CPT
`C=CCn1c(SCCC#N)nnc1-c1ccncc1` is listed as -10%	0%	10%
`COc1ccc(NC(=O)CSc2nc(-c3ccccc3)[nH]c2-c2ccccc2)cc1OC` is listed as -12%	10%	8.2µM*
`Cn1c(SCC(=O)Nc2ccccc2)nc2c([nH]c3ccccc32)c1=O` is listed as -2%	-3%	?
`O=C1c2ccccc2C(=O)N1c1cc([N+](=O)[O-])ccn1` is listed as -16%	/	-20%
`Cc1noc(C)c1CSCC(=O)Nc1ccc(Br)cc1Cl` is listed as 1%	-4%[0.505 µM]	10µM*

Remaining list, next part
SMILES	KAT2A inh	TDP1 block	DT40 TDP1 no CPT
Cc1c(NS(=O)(=O)c2ccc3[nH]c(=O)[nH]c3c2)c(=O)n(-c2ccccc2)n1C	0%	2%	0%
O=C(COc1ccc2c(-c3ccccc3)cc(=O)oc2c1)NCc1ccccn1	-9%	/	?
O=C(NCC1CCCO1)/C(=C/c1ccccc1F)NC(=O)c1ccccc1 (stereo unspecified)	-21%	/	-4%
CCCCNC(=O)N1CCN(C(=O)c2ccco2)CC1	-6%	0%	1%
Cc1cccc2sc(N(CCCN3CCOCC3)C(=O)CS(=O)(=O)c3ccc(F)cc3)nc12	-17%	-5%	-23%
N#CCCn1cc(C(=O)CN2C(=O)NC3(CCCCCC3)C2=O)c2ccccc21	-6%	0%[56.1 µM]	-25%
CC(Sc1ccc2ccccc2c1)C(=O)NC(N)=O (stereo unspecified)	-7%	7%	-28%
Cn1ncc([N+](=O)[O-])c1C(=O)N/N=C/c1ccc(F)cc1	0%	0%	-18%
CCOC(=O)c1[nH]c2ccc(OC)cc2c1NC(=S)N1CCN(c2cccc(Cl)c2)CC1	-4%	1%	?
CC(=O)c1ccc(NC(=O)CN2CCCC2)cc1	-3%	/	?
CC(C)C(=O)c1cn(CC(=O)NCc2ccco2)c2ccccc12	-1%	-2%	-17%
COc1cc(/C=N/N2CCN(Cc3ccccc3)CC2)cc(OC)c1OC(C)=O	-6%	6%	5%
CC(C)(C)c1ccc(-c2nnc(SCC(=O)NC3CC3)o2)cc1	0%	2%	?
Cc1cccc(NC(=O)/C=C/c2ccc(Cl)cc2)n1	38%[activator]	3%	18µM*
COC(=O)c1cccc(NC(=O)C23CC4CC(C2)CC(n2cncn2)(C4)C3)c1	-1%	-5%	-24%
Cc1ccc(N(CC(=O)NC2CC3CCC2C3)S(C)(=O)=O)cc1C (stereo unspecified)	0%	1%	-24%
CCCN(C(=O)CSc1nc(C2CC2)n(-c2ccccc2)n1)C1CCS(=O)(=O)C1 (stereo unspecified)	2%	1%	17%
CC(C)C(=O)Nc1cccc(NC(=O)CCN2C(=O)c3ccccc3S2(=O)=O)c1	-9%	0%	-11%
Cc1cc(C(=O)OC(C(=O)Nc2cccc(C(F)(F)F)c2)c2ccccc2)c(C)o1 (stereo unspecified)	-13%	3%	21µM*
COc1ccccc1N1CCN(S(=O)(=O)CCNC(=O)c2ccccc2Br)CC1	-2%	3%	-28%
CC1S/C(=N/N=C2CCC(C(C)(C)C)CC2)NC1=O (stereo unspecified)	-6%	0%	?
CCOc1cccc(C(=O)Nc2ccc(N3CCCC3)cc2)c1	-15%	/	16µM*
CN1CCN(c2ccc(Cl)cc2NC(=O)c2ccc(S(=O)(=O)N3CCCCCC3)cc2)CC1	-12%	3%	16µM*
CC1CC(C)CN(C(=O)CSCC(=O)O)C1 (stereo unspecified)	2%	/	2%
O=C(OCN1C(=O)c2ccccc2C1=O)c1cccc(S(=O)(=O)N2CCOCC2)c1	0%	2%	-3%
O=C(CCOc1ccccc1)Nc1ccc(Br)cc1	-10%	/	-4%
O=C(NCc1ccco1)C(c1ccccc1F)N(CC1CCCO1)C(=O)Cn1nnc2ccccc21 (stereo unspecified)	-2%	7%	?
COc1cccc(-c2nc(NCc3ccco3)c3ccccc3n2)c1O	-11%	6%	-18%
COc1ccc([C@H]2CC(=O)C=C(c3ccc(C)c([N+](=O)[O-])c3)C2)cc1	-2%	4%	?
Cc1n[nH]c(=O)c2c1nnn2Cc1ccc(F)cc1	-1%	/	17%
COc1cccc(C2(O)C(=O)Nc3ccccc32)c1 (stereo unspecified)	3%	/	-11%
O=C(CSc1nnc(-c2cccs2)n1C1CC1)NCC1CCCO1 (stereo unspecified)	-5%	0%	9%
Cc1ccc(-n2c3c(cc(C(=O)NCCCN4CCOCC4)c2=O)C(=O)CC(C)(C)C3)cc1	-17%	-6%	-21%
Cc1cc(C)cc(-n2c(SCC(=O)Nc3cccc(S(=O)(=O)NC4=NCCCCC4)c3)nc3ccccc3c2=O)c1	-13%	3%	?
COc1ccc(NC(=O)N(C)C[C@H]2Oc3c(NC(=O)Nc4ccc(C(F)(F)F)cc4)cccc3C(=O)N([C@H](C)CO)C[C@@H]2C)cc1	-16%	2%	13µM*
COc1ccc(Br)cc1/C=N/NC(=O)c1cc(Br)ccc1O	-6%	0%	/
Oc1ccccc1CNc1cccc2cccnc12	1%	7%	?
N#Cc1ccc(C(=O)OCC(=O)Nc2cccnc2Cl)cc1	-1%	-7%[56.1 µM]	-11%
Cc1nc2cc(N3CCCCC3)c(NC(=O)c3ccncc3)cc2c(=O)n1Cc1ccc(Cl)cc1	-7%	5%	/
N#C/C(=C\c1ccc(Cl)cc1)C(=O)Nc1cccnc1	-12%	4%	-9%
CCN(Cc1nc2ccccc2c(=O)[nH]1)C(=O)C1CC(=O)N(c2cccc3ccccc23)C1 (stereo unspecified)	-10%	0%[56.1 µM]	1%
CCCCNS(=O)(=O)c1ccc2nc(-c3cccnc3)cc(C(=O)NC3CC3)c2c1	-1%	1%	-10%
C=CCOc1ccc(Br)cc1CNCCCN1CCOCC1	-1%	5%	?
N#CC1(NC(=O)CSc2nnc(-c3ccccc3F)n2N)CCCCC1	2%	0%	-16%
S=C(NCc1ccccc1)N1CCCCC1	-6%	5%	-13%
COC(=O)C(C)(C(=O)OC)c1ccc([N+](=O)[O-])cn1	49%[activator]	-2%	3%
O=C(NCc1ccc(Cl)cc1)c1ccc(Cl)cc1[N+](=O)[O-]	-2%	0%	-22%
O=C(CSCc1cnn(-c2ccccc2)c1-n1cccc1)NCc1ccc(Cl)cc1	-7%	/	?
CCCn1c(=O)cc(N)n(-c2ccc(OC(F)(F)F)cc2)c1=O	7%	/	12%

This is a subset; rates above refer to the full screens.
